Screening results as filed in PubChem BioAssay.
M5 PAM = positive allosteric modulators of human muscarinic M5 receptor; hit rate 0.3% among 360,000; activation, % at 3 µM; CHO-K1 hM5, Fluo-8 calcium, ACh EC20 PAM; 0% = ACh EC20, 100% = ACh EC100; P08912;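 active = activation above the run cutoff, the mean activation of all test compounds plus 3 SD, cut at about 18% in these data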
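Assay system: CHO-K1 hM5 cells. Also added: acetylcholine at EC20 concentration, added after compound. Dosing: 3 µM, single dose. Times: compound preincubation 140 s before EC20 acetylcholine addition. Signal: Fluo-8 calcium fluorescence. Measure: % activation relative to EC20 and EC100 ACh responses. Repeats: singlicate, one well per test compound.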
TAAR1 agonist = human TAAR1 agonism; Q96RJ0; activation, % at 3 µM; hit rate 0.99% among 360,000; CHO RD-HGA16 TAAR1, Fluo-8 calcium fluorescence; vehicle wells 0%, saturating PEA agonist 100%;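 active = activation above the mean activation of all test compounds in the run plus 3 SD, cut at about 38% in these data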
Target sequence (Q96RJ0 whole entry, looked up): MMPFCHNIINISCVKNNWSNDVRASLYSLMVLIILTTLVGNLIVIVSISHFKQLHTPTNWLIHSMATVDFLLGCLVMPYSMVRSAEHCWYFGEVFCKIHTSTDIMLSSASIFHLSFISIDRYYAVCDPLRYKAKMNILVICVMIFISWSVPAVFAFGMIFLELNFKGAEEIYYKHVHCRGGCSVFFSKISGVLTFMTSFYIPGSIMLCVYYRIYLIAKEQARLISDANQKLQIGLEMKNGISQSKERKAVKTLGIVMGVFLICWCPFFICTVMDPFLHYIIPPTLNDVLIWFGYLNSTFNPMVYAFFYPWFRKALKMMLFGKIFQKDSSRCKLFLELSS
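Repeats: no replicates (n 1) | Material: CHO-derived RD-HGA16 cells with stable Gα16 and human TAAR1 | Technique: Kinetic Fluo-8 calcium fluorescence | Schedule: 17-24 h seeding, 75 min 37 °C dye, 30 min RT | Evaluation: % activation from peak over basal fluorescence ratio, DMSO-to-PEA scaled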
CHRM4 PAM = CHRM4 positive allosteric modulation; hit rate 0.4% among 360,000; P08173; activation, % at 3 µM; CHO-K1 hM4/Gqi5, Fluo-8 calcium fluorescence, ACh EC20; 0% = ACh EC20, 100% = maximal ACh; AID 624126;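 active = activation above its plate's cutoff, the mean activation of sample wells plus 3 SD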; note: some results filed as inactive read as strong as hits
Target sequence (P08173 whole entry, looked up): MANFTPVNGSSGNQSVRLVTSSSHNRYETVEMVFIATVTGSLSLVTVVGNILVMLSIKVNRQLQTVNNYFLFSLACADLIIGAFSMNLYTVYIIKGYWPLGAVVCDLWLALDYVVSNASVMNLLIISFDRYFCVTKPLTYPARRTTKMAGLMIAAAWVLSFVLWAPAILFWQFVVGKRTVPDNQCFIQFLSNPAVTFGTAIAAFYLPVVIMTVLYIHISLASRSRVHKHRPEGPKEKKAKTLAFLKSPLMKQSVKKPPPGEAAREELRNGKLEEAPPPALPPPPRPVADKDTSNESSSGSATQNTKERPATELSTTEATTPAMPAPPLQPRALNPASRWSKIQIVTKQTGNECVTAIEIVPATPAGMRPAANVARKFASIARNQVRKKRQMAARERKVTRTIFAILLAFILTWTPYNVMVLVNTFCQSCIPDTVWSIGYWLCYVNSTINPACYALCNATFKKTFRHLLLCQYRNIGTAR
M5 antag = antagonists of human muscarinic M5 receptor (CHRM5); P08912; CHO-hM5 cells, Fluo-8 calcium fluorescence, ACh EC80; inhibition, % at 3 µM; hit rate 0.59% among 360,000; AID 624040;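 active = inhibition above a per-plate cutoff, the mean of that plate's test compounds plus 3 SD, cut at about 27% in these data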;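 note: 0% = acetylcholine EC80 with DMSO and 100% = DMSO without agonist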
CHRM5 agonist = agonists of human muscarinic M5 receptor (CHRM5); CHO-K1 hM5 cells, Fluo-8 calcium fluorescence; 0% DMSO wells, 100% maximal acetylcholine response; activation, % at 3 µM; hit rate 0.19% among 360,000;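 active = activation above the run's mean over test compounds plus 3 SD, cut at about 23% in these data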;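 note: signal is peak over basal fluorescence ratio across the kinetic read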
CHO-K1 Ca PAM = nonselective activator or artifact in parental CHO-K1 calcium assay. ATP EC20, Fluo-8 calcium fluorescence; 0% at ATP EC20, 100% at ATP max. activation, % at 3 µM. hit rate 0.02% among 360,000. AID 602247;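 active = activation above the run cutoff, the mean activation of all test compounds plus 3 SD, cut at about 40% in these data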;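 note: peak over basal fluorescence ratio in a 140 s read after ATP addition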
CRFR2-BP ag = CRF-BP/CRF-R2 complex agonism. hit rate 0.46% among 350,000. activation, % at 13.2 µM. HEK293 CRF-R2/CRF-BP, calcium dye fluorescence (FLIPR); percent of saturating CRF peptide response. AID 588473;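 active = activation of at least 50%, plus an integration ratio under a set limit after plate pattern correction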;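 note: plate controls were neutral control wells without compound for no effect and CRF at EC100 for full effect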
TAAR1 antagonist = human TAAR1 antagonism. hit rate 1.5% among 360,000. inhibition, % at 3 µM. CHO RD-HGA16 TAAR1, Fluo-8 calcium fluorescence, antagonist. Q96RJ0;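 active = inhibition above a per-plate cutoff, the mean inhibition of test compounds on that plate plus 3 SD, cut at about 49% in these data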;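 note: 0% = DMSO plus EC80 beta-PEA response and 100% = DMSO alone without agonist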
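Assay system: RD-HGA16 CHO cells with stable hTAAR1 and Gα16 / Reagent: EC80 β-phenethylamine stimulus / Doses: 3 µM, single point / Timing: dye loading 75 min at 37 °C, then 30 min room temperature / Measured by: Fluo-8 intracellular calcium dye fluorescence, real-time kinetic reads / Controls: vehicle wells and EC80 agonist wells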
CRFR2-BP antag = antagonists of CRF-binding protein/CRF-R2 receptor complex | HEK293 CRF-R2/CRF-BP, CRF-induced calcium fluorescence | inhibition, % at 11.8 µM | hit rate 0.59% among 350,000;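 active = inhibition of the ligand-induced calcium signal above about 50% at the single tested concentration, limit read from the data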
Numbers without * were called inactive.

SMILES	M5 PAM	TAAR1 agonist	CHRM4 PAM	M5 antag	CHRM5 agonist	CHO-K1 Ca PAM	CRFR2-BP ag	TAAR1 antagonist	CRFR2-BP antag
CC1(C)Cc2nc3sc4c(N(CCO)CCO)ncnc4c3cc2CO1	-10	2	-6	4	-4	13	0.5	4	-31
CCOC(=O)c1cccc(NC(=O)CCS(=O)(=O)c2cccc3nsnc23)c1	-5	19	-3	6	-2	11	-0.8	1	-21
O=C1CCC(C(=O)N2CCC(CO)CC2)CN1Cc1ccc(Cl)cc1 (stereo not given)	-1	2	6	7	-4	18	-1.3	-4	-12
COc1ccc(C2=[N+]([O-])C(C)(C)N(O)C2(C)C)cc1	0	0	1	0	0	17	-3.1	4	18
COc1ccc(NC(=O)CN2CCN(S(=O)(=O)N(C)C)CC2)cc1	-10	-1	1	7	0	-7	-2.2	0	11
CC(C)Cn1c(SCC(=O)Nc2ccc3[nH]c(=O)[nH]c3c2)nc2ccccc2c1=O	0	2	4	0	-4	2	-1.0	-2	-9
Cc1cccn2c(=O)c3cc(C(=O)N4CCN(C(=O)c5ccco5)CC4)n(C)c3nc12	1	2	-3	7	-7	-10	-1.2	-2	6
CC1CCCN(C(=O)C2CCN(c3ncnc4c3nc3n4CCCCC3)CC2)C1 (stereo not given)	-1	11	-3	-11	-5	-10	-1.5	2	6
O=C(Nc1ccc(S(=O)(=O)NCc2ccco2)cc1)c1ccncc1	-3	3	-2	-5	0	8	-1.2	11	3
COC(=O)CNC(=O)c1ccc(F)cc1	10	7	1	-2	0	-1	0.3	-32	-3
CCOc1c(Cl)cc(C(=O)Nc2ccccc2-c2ccccc2)cc1Cl	-2	10	5	-2	-2	12	6.3	-7	-29
NC(=O)c1ccc(SCC(=O)OCC(=O)NCC2CCCCC2)c([N+](=O)[O-])c1	4	0	3	-1	2	-3	-3.0	-1	24
C[C@H]1CN([C@@H](C)CO)C(=O)c2cc(-c3cccc(F)c3)cnc2O[C@H]1CN(C)C(=O)c1cnccn1	2	4	9	2	1	6	0.6	-25	-3
O=C(NN1C(=O)C2CCCCC2C1=O)c1ccco1 (stereo not given)	5	1	0	0	5	13	6.1	-24	-1
Cc1cccc(N2CCN(C(=O)n3ccnc3)CC2)c1C	-3	1	3	-7	-8	17	0.7	11	9
CCOC(=O)c1c(S(=O)(=O)NCCc2ccco2)c(C)n(C)c1C	-1	12	4	2	-6	4	-1.1	-21	2
Cc1cc(NC(=O)CSc2nc3sc4c(c3c(=O)n2C)CCCC4)no1	6	14	13	-13	3	8	-0.9	-1	7
CC(C)N(C(=O)[C@H]1C[C@H](CC(=O)NCCCn2ccnc2)C(=O)N2CCc3c([nH]c4ccc(Cl)cc34)[C@]12C)C(C)C	-4	3	1	-3	-3	17	-0.9	-36	2
Cc1ccc(NC(=O)CN(C)CC(=O)Nc2ccccc2-c2ccccc2)cc1	-3	2	-7	-14	-3	12	-0.5	0	-3
COC(=O)[C@@H]1C[C@@]2(O)[C@@H](O)[C@@H](O)[C@@H](O)C[C@H]2N1CC1CCCCC1	1	14	2	5	3	-3	4.3	-1	-19
Cc1ccc(N(CC(N)=O)C2SC(=O)N(Cc3cccc(C(=O)O)c3)C2=O)cc1 (stereo not given)	-4	4	2	3	0	-4	-4.5	9	11
COc1ccc(-n2nc(C(=O)N3CCN(c4ccc(F)cc4)CC3)c3ccccc3c2=O)c(OC)c1	-6	21	-7	-4	0	1	-0.5	18	8
COc1ccc(-c2cc(C(=O)Nc3c(C)n(C)n(-c4ccccc4)c3=O)c3ccccc3n2)c(OC)c1	-10	8	-10	5	0	-6	0.0	53*	15
COC(=O)[C@H](CCSC)NC(=O)c1cc2c(cn1)[nH]c1ccccc12	-4	0	-5	1	-2	15	-1.4	-13	-11
COCCN(C(=O)c1snc(C(N)=O)c1N)C(C(=O)NC1CCCCC1)c1cc(OC)c(OC)c(OC)c1 (stereo not given)	0	1	6	2	-2	23	1.3	-2	-7
O=C(O)CC1=C(Nc2ccccc2)C(=O)N(c2ccccc2)C1c1ccc(Cl)cc1 (stereo not given)	8	1	13	-7	8	-1	0.8	11	-1
CC(C)(c1ccccc1)c1ccc(OCCN2CCOCC2)cc1	-11	16	-11	12	-5	-1	-1.3	13	16
COc1ccc(S(=O)(=O)N2CCOCC2)cc1NC(=O)COC(=O)C1CCC1	-4	0	7	-6	3	10	-0.4	-3	11
C=CCN(CC=C)C(=O)C1c2ccccc2Oc2ccccc21	-1	2	5	-2	-2	19	0.9	-24	-16
CCCNC(=O)NNC(=O)c1ccc(F)cc1	-1	0	3	6	1	14	-1.1	-5	20
CC(C)OC(=O)c1nn2c(C(F)(F)F)cc(-c3ccco3)nc2c1Cl	4	-1	2	-10	1	9	3.9	-4	-4
CC(NC(=O)/C=C/c1ccccc1)c1ccccc1 (stereo not given)	0	2	9	2	31*	-8	-1.5	7	0
O=C1CC(NCc2ccc3c(c2)OCO3)C(=O)N1CCc1ccccc1 (stereo not given)	1	3	-5	-3	2	-15	-2.4	2	-34
O=C(Cc1ccc(NC2=NC3CS(=O)(=O)CC3S2)cc1)NCc1ccccc1Cl (stereo not given)	2	3	16*	-7	0	-1	0.7	-12	-27
c1ccc2c(c1)OCCOCCOCCOCCOCCOc1ccccc1OCCOCCOCCO2	-17	14	-7	15	6	2	60*	26	99*
O=[N+]([O-])c1ccccc1S(=O)(=O)N1CCN(c2ccccc2)CC1	-6	3	-5	7	-6	15	1.1	11	7
Cc1ccc(CC(=O)Nc2ccc(F)c([N+](=O)[O-])c2)cc1	-4	6	5	10	0	13	-0.9	-7	-1
CCC(=O)Nc1ccc(/C(C)=N/NC(=O)c2c(Br)c(C)nn2C)cc1	4	1	16	7	3	20	0.4	2	-2
OCCN1CCN(CC(O)COC(c2ccc(F)cc2)c2ccc(F)cc2)CC1 (stereo not given)	-8	0	4	15	-5	-10	0.4	-10	-7
CC(=O)NS(=O)(=O)c1ccc(NC(=O)NC2CCCCC2)cc1	0	2	5	-2	-1	14	-0.4	17	7
Cc1cccc(NC(=O)CCC(=O)N/N=C/c2cccnc2)c1	-5	0	-1	18	-2	5	13	-2	-10
CC(C)=C1SC(N2CCN(c3cccc(C)c3)CC2)=NC1=O	2	-3	-3	0	6	5	-1.1	-43	26
Cn1nc(C(=O)NCc2ccccc2CN2CCCC2)c2ccccc2c1=O	2	0	-3	4	-4	1	1.0	6	-18
COc1ccc(-c2cnn3c4c(c(C)nc23)CCN4C2CCCC2)cc1OC	1	5	6	-2	2	9	-3.6	-19	15
Cc1cc(C)c(NC(=O)c2cnn(C)c2)c(C)c1	1	4	-3	-1	0	24	-1.1	10	15
CCN(CC)CCn1c(NC(=O)c2ccc(Cl)cc2)nc2ccccc21	-3	13	-8	6	-1	-3	-0.1	-10	-35
Nc1ccc(C(=O)Nc2ccc3c(O)cc(S(=O)(=O)O)cc3c2)cc1	1	0	14	6	2	-4	-0.8	-35	33
Cc1cc(C)c(OCC(=O)N2CC=C(c3ccccc3)CC2)c(C)c1	7	-1	6	-14	-4	-8	2.6	-20	-5
CC(C(=O)N(C)C)N(C#N)c1nc(N(C)C)nc(N(C)C)n1 (stereo not given)	-1	-1	0	0	-1	-7	-1.5	-1	2
COc1ccc(C(=O)NNC(=S)NC(=O)c2ccccc2)cc1	-8	130*	-4	14	17	-8	123*	66*	40
Fc1ccc(C2=Nn3c(nnc3-c3ccco3)SC2)cc1	3	9	6	-4	4	19	-0.8	0	-9
COCCn1c(=NC(=O)CSC(C)=O)sc2cc(F)ccc21	-5	16	7	-3	-1	11	0.6	-14	-6
COc1ccc(S(=O)(=O)N2CCN(C(=O)C3CC3)CC2)cc1	-5	-3	2	5	-4	-6	0.1	0	0
CC(=O)Nc1ccc(/C=N/N2C(C)CCCC2C)cc1 (stereo not given)	9	2	5	-3	2	11	-1.2	-16	8
O=C(c1sccc1Cl)N1CCN(Cc2ccc3c(c2)OCO3)CC1	-7	0	-13	10	-4	-11	1.1	-3	12
Cc1c(C(=O)N2CCOCC2)oc2ccccc12	-2	4	9	-6	5	18	0.3	17	3

Gathered by group, the compounds so far containing an aryl methoxy group.
SMILES	M5 PAM	TAAR1 agonist	CHRM4 PAM	M5 antag	CHRM5 agonist	CHO-K1 Ca PAM	CRFR2-BP ag	TAAR1 antagonist	CRFR2-BP antag
COc1ccc(C2=[N+]([O-])C(C)(C)N(O)C2(C)C)cc1	0	0	1	0	0	17	-3.1	4	18
COc1ccc(NC(=O)CN2CCN(S(=O)(=O)N(C)C)CC2)cc1	-10	-1	1	7	0	-7	-2.2	0	11
COc1ccc(-n2nc(C(=O)N3CCN(c4ccc(F)cc4)CC3)c3ccccc3c2=O)c(OC)c1	-6	21	-7	-4	0	1	-0.5	18	8
COc1ccc(-c2cc(C(=O)Nc3c(C)n(C)n(-c4ccccc4)c3=O)c3ccccc3n2)c(OC)c1	-10	8	-10	5	0	-6	0.0	53*	15
COCCN(C(=O)c1snc(C(N)=O)c1N)C(C(=O)NC1CCCCC1)c1cc(OC)c(OC)c(OC)c1 (stereo not given)	0	1	6	2	-2	23	1.3	-2	-7
COc1ccc(S(=O)(=O)N2CCOCC2)cc1NC(=O)COC(=O)C1CCC1	-4	0	7	-6	3	10	-0.4	-3	11
COc1ccc(-c2cnn3c4c(c(C)nc23)CCN4C2CCCC2)cc1OC	1	5	6	-2	2	9	-3.6	-19	15
COc1ccc(C(=O)NNC(=S)NC(=O)c2ccccc2)cc1	-8	130*	-4	14	17	-8	123*	66*	40
COc1ccc(S(=O)(=O)N2CCN(C(=O)C3CC3)CC2)cc1	-5	-3	2	5	-4	-6	0.1	0	0

Entries listed above shown as hits in CHRM4 PAM.
| compound | M5 PAM | CHRM4 PAM | M5 antag | CHRM5 agonist | CRFR2-BP ag | TAAR1 antagonist | CRFR2-BP antag |
| --- | --- | --- | --- | --- | --- | --- | --- |
| O=C(Cc1ccc(NC2=NC3CS(=O)(=O)CC3S2)cc1)NCc1ccccc1Cl (stereo not given) | 2 | 16* | -7 | 0 | 0.7 | -12 | -27 |
